# PfHsp90 yeast 2: growth inhibition of PfHsp90-expressing yeast, primary screen, antimalarial PfHsp90 inhibitor project, S. cerevisiae, BacTiter-Glo luminescence, single point, set 2; BacTiter-Glo ATP, 48 h; yeast lacking PDR1 and PDR3 efflux regulators; inhibition, % at 9.4 µM; actives 0.32% (n = 310,000); AID 504621, 2011;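 active = every replicate shows inhibition above about 80%, whatever the replicate mean, limit read from the data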;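 also: 0% = DMSO neutral controls and 100% = 20 µM radicicol positive controls; yeast relying on Plasmodium falciparum Hsp90 in place of its own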
# MOR-DOR ag: agonists of OPRM1-OPRD1 heterodimerization, primary screen, cell-based, luminescence | Mu-type opioid receptor (Homo sapiens) + Delta-type opioid receptor (Homo sapiens), … | cells | activation, % at 9.3 µM | actives 0.3% (n = 340,000) | AID 504326, 2011; in the data active = activation above about 18%;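 also: 0% = vehicle-treated cells and 100% = reference agonist; values of inactives mirror those of a sister screen read the other way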
# Target sequence (P35372 whole entry, looked up): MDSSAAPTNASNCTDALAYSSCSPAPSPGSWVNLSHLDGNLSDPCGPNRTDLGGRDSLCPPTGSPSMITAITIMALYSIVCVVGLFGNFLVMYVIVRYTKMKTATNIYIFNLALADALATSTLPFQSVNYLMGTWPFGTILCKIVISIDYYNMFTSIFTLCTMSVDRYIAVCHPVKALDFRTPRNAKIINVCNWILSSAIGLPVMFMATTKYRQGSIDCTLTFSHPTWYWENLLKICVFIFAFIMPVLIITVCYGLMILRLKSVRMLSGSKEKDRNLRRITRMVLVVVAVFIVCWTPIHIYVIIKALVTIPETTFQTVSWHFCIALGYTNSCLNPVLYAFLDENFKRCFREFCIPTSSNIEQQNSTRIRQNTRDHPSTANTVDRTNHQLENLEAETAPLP
# Target sequence (P41143 whole entry, looked up): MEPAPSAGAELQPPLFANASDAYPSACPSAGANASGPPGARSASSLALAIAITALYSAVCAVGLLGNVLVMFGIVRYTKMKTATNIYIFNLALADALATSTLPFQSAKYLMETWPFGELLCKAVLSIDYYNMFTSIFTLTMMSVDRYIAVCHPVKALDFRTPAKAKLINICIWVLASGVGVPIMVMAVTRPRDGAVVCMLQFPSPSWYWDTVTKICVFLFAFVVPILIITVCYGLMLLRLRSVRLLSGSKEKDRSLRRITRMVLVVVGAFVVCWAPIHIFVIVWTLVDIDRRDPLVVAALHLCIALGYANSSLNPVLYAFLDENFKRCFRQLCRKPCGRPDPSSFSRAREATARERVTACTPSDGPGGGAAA
# HTR5A inv ag: HTR5A inverse agonists in luminescence cell assay, primary screen, counter-screen for OPRM1-OPRD1 heterodimer inverse agonist project, full-deck HTS. AID 504634, 2011. inhibition, % at 9.3 µM. HTR5A cell line, inverse agonism. actives 0.083% (n = 340,000). 5-hydroxytryptamine receptor 5A (Homo sapiens), P47898; in the data active = inhibition mostly above about 23%, no sharp cut-off; inactive = mostly below about 18%;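 also: 0% = cells with DMSO and 100% = no-cell wells with DMSO; some compounds called inactive have numbers as strong as hits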
# Target sequence (P47898 whole entry, looked up): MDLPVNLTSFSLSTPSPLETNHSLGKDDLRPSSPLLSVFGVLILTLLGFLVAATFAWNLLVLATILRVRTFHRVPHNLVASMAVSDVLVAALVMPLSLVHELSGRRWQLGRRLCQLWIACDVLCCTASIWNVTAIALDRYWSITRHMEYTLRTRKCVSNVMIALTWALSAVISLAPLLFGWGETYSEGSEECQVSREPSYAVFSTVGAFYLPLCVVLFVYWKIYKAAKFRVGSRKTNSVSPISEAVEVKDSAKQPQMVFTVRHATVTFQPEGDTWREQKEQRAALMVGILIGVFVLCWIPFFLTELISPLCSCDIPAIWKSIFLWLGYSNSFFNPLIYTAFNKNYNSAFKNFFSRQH
# PKA-R2B act: activators of PKA-R2B holoenzyme, primary screen, biochemical, fluorescence polarization, Cy5-IP20, human; cAMP-dependent protein kinase catalytic subunit beta (Homo sapiens) + cAMP-dependent …; PKA-R2B holoenzyme dissociation; R2B truncated from residue 108, S112A mutant; 0% DMSO only, 100% 113 µM cGMP; activation, % at 11.4 µM; actives 0.079% (n = 340,000);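 active = activation above a cutoff set at the mean over all compounds plus 3 SD, cut at about 18% in these data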;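 also: higher means more holoenzyme dissociation and a rise in polarization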
# Mot1-301 SUMO: yeast Mot1-301 growth rescue at high temperature, primary screen, SUMOylation pathway inhibitor project, S. cerevisiae, ATP luminescence, 38.5C; S. cerevisiae Mot1-301 growth rescue; percent above DMSO median, 100 means doubled; growth rescue, % at 18.8 µM; actives 1% (n = 320,000); AID 2716, 2010;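 active = every valid replicate shows activation above 250% relative to neutral control wells; inactive = the rest, any valid replicate at or below 250%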;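 also: OY570 slx delta 5 strain wells were the positive control but not used for scaling; some compounds called inactive have numbers as strong as hits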
# AddAB inh: growth inhibition of E. coli expressing H. pylori AddAB, primary screen, AddAB inhibitor project, absorbance. AID 435030, 2010. actives 0.29% (n = 330,000). inhibition, % at 11.9 µM; in the data active = inhibition above about 12%;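 also: 0% = vehicle wells of infected cells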
# phage Ecoli inh: growth loss of phage-infected E. coli, primary screen, RecBCD inhibitor project, absorbance, with phage, HTS. inhibition, % at 11.9 µM. actives 0.26% (n = 360,000); in the data active = inhibition above about 11%
# MOR-DOR inv ag: inverse agonists of MOR-DOR heterodimerization, primary screen, cell-based, luminescence | Mu-type opioid receptor (Homo sapiens) + Delta-type opioid receptor (Homo sapiens), … | cell-based MOR-DOR heterodimer luminescence, inverse agonism | inhibition, % at 9.3 µM | actives 0.21% (n = 340,000) | AID 504357, 2011; in the data active = inhibition above about 22%, passing the limit was not always enough;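 also: 0% = cells with DMSO and 100% = wells without cells with DMSO; values of inactives mirror those of a sister screen read the other way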
# Tat export inh: E. coli Tat export inhibitors, primary screen, MC4100, TorA-mCherry reporter, fluorescence, single point | AID 488895, 2010 | inhibition, % at 10 µM | actives 0.036% (n = 340,000);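 active = mean replicate inhibition at least 50% and at least half of replicates individually reaching 50%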;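 also: exported cargo escapes ClpAP degradation while cytoplasmic cargo is degraded and loses fluorescence; 0% = median of neutral control wells and 100% = median of NaSCN control wells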
# PKA-R1A activ: activators of PKA-R1A holoenzyme, primary screen, biochemical, fluorescence polarization, Cy5-IP20, bovine R1A, mouse PKAc. PKA-R1A dissociation; scaled: DMSO 0%, 113 µM cGMP 100%. actives 0.083% (n = 340,000). AID 504707, 2011. activation, % at 11.4 µM. cAMP-dependent protein kinase type I-alpha regulatory subunit (Bos taurus) + …;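 active = percent activation above the mean of all tested compounds plus 3 SD, cut at about 19% in these data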;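 also: higher means more PKAc released from R1A so a rise in polarization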
# Ecoli viability: E. coli V3065 growth inhibition, primary screen, counter-screen for AddAB inhibitor project, absorbance, OD600; inhibition, % at 11.9 µM; 18 h; actives 0.27% (n = 330,000);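 active = inhibition above the campaign's mean inhibition across all tested compounds plus 3 SD, cut at about 9.9% in these data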;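 also: uninfected addAB+ strain grown without phage in ampicillin broth; 0% = DMSO wells and 100% = ciprofloxacin 0.95 µg/ml wells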
# Starred values were filed as active, the others as inactive; nt = no result given.
SMILES,PfHsp90 yeast 2,MOR-DOR ag,HTR5A inv ag,PKA-R2B act,Mot1-301 SUMO,AddAB inh,phage Ecoli inh,MOR-DOR inv ag,Tat export inh,PKA-R1A activ,Ecoli viability
CCOC(=O)c1[nH]c2c(c1-c1ccccc1)C(=O)CC(c1ccc(OCC)cc1)C2 (centres undefined),-2,-1.4,-4,9,34,-1.1,2.1,7,11,6,-0.3
CN(CCO)Cc1csc2ccc(Br)cc12,9,-0.6,-12,10,6,1.2,2.1,3,1,-2,-1.2
Cc1cccc(C)c1NC(=O)NC1(C(=O)NCCCN2CCOCC2)CCCCC1,10,-2.3,-7,4,nt,-1.0,3.1,13,6,1,0.5
COc1ccc(C(=O)O)c(OC)n1,5,-2.6,-18,0,313*,1.4,-1.1,14,4,-7,0.7
CCOc1ccccc1N(CC(=O)Nc1ccccc1)S(=O)(=O)c1ccccc1,-11,-1.5,-10,-3,-9,1.5,0.9,8,0,2,0.5
O=C(O)Cc1ccc(NS(=O)(=O)c2ccc3ccccc3c2)cc1,14,-0.8,14,-8,-2,0.1,2.5,5,4,0,1.4
COc1ccc(OC)c(/C=N/n2c(COc3ccccc3)n[nH]c2=S)c1,-3,-2.7,12,1,36,nt,-1.1,12,1,-8,nt
CC1(C)c2[nH]c3ccccc3c2C[C@H]2C(=O)N(CCCCCO)CC(=O)N21,10,-1.8,-20,6,-12,-3.5,-0.1,8,-2,9,-1.1
COc1ccc(S(=O)(=O)N2CCOCC2)cc1NC(=O)Cc1ccc(Cl)c(Cl)c1,22,0.7,-7,-12,-3,2.8,0.9,-3,-5,-14,0.0
COc1ccc(C)cc1S(=O)(=O)N(CC(=O)N1CCCC1)c1ccccc1,13,-1.6,20,2,2,2.0,1.7,9,-2,7,-0.9
O=C(NC1CSC/C1=N\O)c1ccccc1 (centres undefined),nt,-1.9,1,-8,3,1.3,2.7,10,7,6,0.2
O=C(N[C@H]1CCC(=O)N(CCSc2ccc(Br)cc2)CC1)OCc1ccccc1,-9,2.0,-7,8,8,0.8,2.9,-11,4,1,1.6
CCOC(=O)c1c(-c2cccs2)csc1NC(=O)CSc1ncn[nH]1,-8,-1.2,-44,-2,-4,0.4,nt,7,1,-10,-0.7
CCCCCCCC(=O)NN=C1CCN(Cc2ccccc2)CC1,-25,-2.8,-4,-10,13,-0.1,4.2,14,9,-12,-3.3
CN(Cc1ccccc1O)CC1CCCN(CCc2ccc(Cl)cc2)C1 (centres undefined),-9,2.5,10,-5,92,3.0,2.7,-12,-6,4,-0.6
Cc1cc(C(=O)OCC(=O)NCCc2ccccc2)c(C)o1,-5,-0.5,-11,7,-8,-1.4,3.0,3,-5,6,-1.0
O=C(c1cc(-c2ccc3c(c2)OCO3)on1)N1CCOCC1,3,-2.9,-8,-2,-13,0.8,2.8,15,6,2,-0.9
C=CCn1c(C)cc(C(=O)COC(=O)C2CC(=O)N(CCc3ccc(OC)c(OC)c3)C2)c1C (centres undefined),nt,-0.6,11,13,2,0.4,5.0,3,-11,-2,0.9
CC(=O)c1c(O)cc(=O)n(-c2ccccc2)c1-c1cccc2ccccc12,-6,-4.5,-1,1,659,4.8,0.8,19,-1,-8,1.5
CC(=O)Nc1ccc(S(=O)(=O)NC2(C(F)(F)F)NC(=O)N(C3CCCCC3)C2=O)cc1 (centres undefined),nt,0.3,12,-8,0,0.4,3.2,-2,-2,-1,-0.9

# Reformatted with two lines to a compound: entries from further up.
# The line under a structure holds: PfHsp90 yeast 2, MOR-DOR ag, HTR5A inv ag, PKA-R2B act, Mot1-301 SUMO, AddAB inh, phage Ecoli inh, MOR-DOR inv ag, Tat export inh, PKA-R1A activ, Ecoli viability
- COc1ccc(OC)c(/C=N/n2c(COc3ccccc3)n[nH]c2=S)c1
 : -3, -2.7, 12, 1, 36, nt, -1.1, 12, 1, -8, nt
- CC1(C)c2[nH]c3ccccc3c2C[C@H]2C(=O)N(CCCCCO)CC(=O)N21
 : 10, -1.8, -20, 6, -12, -3.5, -0.1, 8, -2, 9, -1.1

# Five records drawn at random from the list so far, as already listed:
SMILES,PfHsp90 yeast 2,MOR-DOR ag,HTR5A inv ag,PKA-R2B act,Mot1-301 SUMO,AddAB inh,phage Ecoli inh,MOR-DOR inv ag,Tat export inh,PKA-R1A activ,Ecoli viability
C=CCn1c(C)cc(C(=O)COC(=O)C2CC(=O)N(CCc3ccc(OC)c(OC)c3)C2)c1C (centres undefined),nt,-0.6,11,13,2,0.4,5.0,3,-11,-2,0.9
Cc1cc(C(=O)OCC(=O)NCCc2ccccc2)c(C)o1,-5,-0.5,-11,7,-8,-1.4,3.0,3,-5,6,-1.0
CN(Cc1ccccc1O)CC1CCCN(CCc2ccc(Cl)cc2)C1 (centres undefined),-9,2.5,10,-5,92,3.0,2.7,-12,-6,4,-0.6
O=C(NC1CSC/C1=N\O)c1ccccc1 (centres undefined),nt,-1.9,1,-8,3,1.3,2.7,10,7,6,0.2
CCOC(=O)c1c(-c2cccs2)csc1NC(=O)CSc1ncn[nH]1,-8,-1.2,-44,-2,-4,0.4,nt,7,1,-10,-0.7

# Next entries
SMILES,PfHsp90 yeast 2,MOR-DOR ag,HTR5A inv ag,PKA-R2B act,Mot1-301 SUMO,AddAB inh,phage Ecoli inh,MOR-DOR inv ag,Tat export inh,PKA-R1A activ,Ecoli viability
Cc1c(Cl)cccc1-c1ccc(C(=O)N2CCN(c3ccc([N+](=O)[O-])cc3)CC2)o1,-34,-3.1,-22,-2,12,4.4,1.3,15,-4,-1,0.6
CC(=O)OC(C(=O)NC1CCCCC1)c1ccc(C)cc1 (centres undefined),-8,-0.6,11,2,63,-0.9,0.2,4,-8,-13,-5.3
COc1ccc(C(c2nnnn2Cc2ccccc2)N2CCN(c3nc4ccccc4s3)CC2)cc1OC (centres undefined),3,-1.3,13,-12,2,0.0,2.9,8,16,-1,0.2
CC(CC(=O)Nc1cccc(Cl)c1)c1ccccc1 (centres undefined),-1,-0.3,-7,3,-9,2.9,2.2,2,2,2,1.8
COc1ccccc1-n1cnc2c(c1=O)c1nc3ccccc3nc1n2-c1ccc(C)cc1,-11,-1.5,-1,1,-10,-1.4,4.6,10,-2,-9,-2.9
CC1CCOC2(O1)C(=O)N(CN1CCN(c3cccc(Cl)c3)CC1)c1ccccc12 (centres undefined),-17,-3.3,9,-4,-1,3.6,0.8,18,-7,7,4.9
Cc1cccc(NC(=O)C2CCN(S(=O)(=O)c3ccc4c(c3)OCCO4)CC2)n1,nt,-3.4,-4,6,-5,-1.4,0.7,18,-5,1,0.7
CN(C)C(=O)CCC(=O)N1CCCC(N2CCN(c3cccc(C(F)(F)F)c3)CC2)C1 (centres undefined),3,0.6,13,-5,-12,0.5,-1.6,-3,-3,4,-1.0
COC1C(CO)OC(n2c3c(Cl)cccc3c3c4c(c5c6cccc(Cl)c6[nH]c5c32)C(=O)NC4=O)C(O)C1O (centres undefined),-19,-2.1,13,-13,nt,nt,-0.7,11,7,0,nt
S=c1nc(-c2ccccc2)n(CCN2CCOCC2)c2c1CCCC2,nt,1.7,-19,-4,-13,0.8,0.5,-9,-3,-1,0.9
COc1ccc(NC(=O)COc2ccc3c(c2)OCO3)cc1,1,1.4,-19,1,-1,1.8,0.2,-12,2,10,-2.9
CN1CCN(C(=O)c2ccccc2NC(=O)c2cccs2)CC1,-6,-0.5,2,1,14,2.8,0.5,2,2,-4,1.0
CCn1nc(NS(=O)(=O)c2cccc3nonc23)c2cc3ccc(C)cc3nc21,-15,-1.9,3,-7,-3,3.6,nt,10,-6,0,1.9
CSC(=NC#N)N1CCN(c2c(C)cccc2C)CC1,0,-2.0,-8,-4,186,0.9,5.5,10,-5,-20,-0.3
CC(=O)Nc1ccc(SC[C@H](C)CN2CC[C@H](C(C)(C)C)CCC2=O)cc1,-6,-2.7,8,-6,15,-0.8,1.6,13,2,-1,-1.4
COc1cc(C(=O)Nc2ccc(C)cn2)ccc1OCC(=O)N1CCOCC1,3,-1.8,4,6,-11,0.8,-0.8,8,3,1,-1.6
Cc1ccc(-n2c(CSc3nc(C)cc(C)n3)nnc2SCC(=O)NCc2ccco2)cc1,2,-3.5,-23,-6,-15,0.0,-0.6,19,2,5,-0.4
Cc1c(CCC(=O)N[C@@H](CC(C)C)C(=O)O)c(=O)oc2c(C)c3oc4c(c3cc12)CCCC4,-32,-2.6,4,-10,-9,-3.7,-1.4,12,5,3,-2.1
COc1cc(C(=O)O)ccc1O,-19,-1.3,-20,-6,1,3.0,0.9,8,-7,-3,0.3
COc1ccc(CNC(=O)CN2C(=O)CSc3ccc(S(=O)(=O)N4CCOCC4)cc32)cc1,-10,-3.3,-14,-6,64,1.2,2.4,16,3,3,-0.5
CC(C)CNS(=O)(=O)c1ccc(CCC(=O)O)cc1,-8,-0.6,-21,-2,nt,3.8,2.0,4,-3,1,1.3
O=C(c1ncc[nH]1)c1ccco1,-16,-3.4,-22,0,-12,-1.1,0.9,19,7,1,0.8
O=S(=O)(c1cccc2cccnc12)N1CCN(Cc2ccccc2)CC1,-21,-1.8,0,-10,-11,0.2,0.6,8,1,-2,-1.6
Cc1nn(C)cc1CN(C)S(=O)(=O)c1cccc([N+](=O)[O-])c1,26,3.0,8,7,550*,4.8,5.2,-16,-3,2,-0.6
CC(=O)CSc1nc2c(c(=O)[nH]c(=O)n2C)n1Cc1ccccc1Cl,7,-2.9,2,0,8,-0.3,0.2,15,4,-4,-1.2
O=C(c1cccc(C(F)(F)F)c1)C1CCCN(C(=O)c2cc(C3CC3)[nH]n2)C1 (centres undefined),-16,0.2,-13,-11,8,3.6,2.2,-1,1,-10,-0.8
Cc1ccc(CC(=O)N/N=C/c2ccc3c(c2)OCO3)cc1,6,0.9,14,0,nt,0.4,0.0,-4,6,2,-1.4
O=C(Cc1ccc(Cl)cc1)N/N=C/c1c(Cl)cccc1Cl,-26,0.3,-3,-11,-13,-0.4,3.1,-2,-4,6,-2.6
Cc1cc2nc(C)n(CCCNC(=O)Nc3ccc(F)cc3)c2cc1C,-7,2.3,0,3,12,-0.9,1.9,-12,-1,2,-0.4
COc1ccc(NC2CCCN(C(=O)c3ccc(OC)cc3OC)C2)cc1 (centres undefined),-1,-0.7,-2,-2,73,-0.6,-0.5,4,2,11,-2.6
O=S(=O)(CCN1CCOCC1)c1ccc(Cl)cc1,-3,-1.1,-5,7,-1,3.0,1.8,6,-3,-18,1.9
COc1cccc(N2CCN(c3ccc(S(=O)(=O)N4CCCC4)cc3)CC2)c1,21,-1.5,9,-3,nt,nt,2.1,9,-4,1,nt

# High-throughput results from PubChem BioAssay.
